Screens from PubChem BioAssay.
BioA inh: blocks M. tuberculosis BioA enzyme activity. inhibition, % at 9.99 µM. purified M. tuberculosis BioA enzyme, plate reader. 0.096% of 360,000 active; in the data active means inhibition above about 40%
Rv3671c protease: Rv3671c (M. tuberculosis) protease inhibition. P9WHR9. inhibition, % at 5.96 µM. 0.048% of 320,000 active. AID 2606; in the data active means inhibition above about 38%;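 further: extracellular domain of Rv3671c used as enzyme; 0% = enzyme with DMSO and 100% = no enzyme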
Target sequence (P9WHR9 whole entry, looked up, the tested form may be a part): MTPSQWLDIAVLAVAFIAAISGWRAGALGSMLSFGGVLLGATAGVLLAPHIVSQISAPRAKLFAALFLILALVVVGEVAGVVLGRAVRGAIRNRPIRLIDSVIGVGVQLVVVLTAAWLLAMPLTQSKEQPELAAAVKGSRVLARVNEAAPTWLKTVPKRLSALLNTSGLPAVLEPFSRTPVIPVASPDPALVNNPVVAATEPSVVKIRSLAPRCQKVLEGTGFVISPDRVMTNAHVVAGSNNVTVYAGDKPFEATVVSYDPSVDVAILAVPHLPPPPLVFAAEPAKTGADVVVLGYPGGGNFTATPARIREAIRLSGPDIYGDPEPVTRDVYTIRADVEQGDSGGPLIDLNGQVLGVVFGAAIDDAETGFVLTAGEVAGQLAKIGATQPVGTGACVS
UGM FP inh: inhibitors of M. tuberculosis UDP-galactopyranose mutase; P9WIQ1; purified UGM, fluorescence polarization probe displacement; inhibition, % at 10 µM; 0.06% of 320,000 active; AID 504406; in the data active means inhibition above about 10%, passing the limit was not always enough
GDH-TPI inh: counter-screen for M. tuberculosis FBA inhibitors: GDH-TPI coupled enzymes. GDH-TPI coupled enzyme counterscreen, NADH absorbance. inhibition, % at 4.8 µM. 1.2% of 360,000 active. AID 588335; in the data active means inhibition above about 30%;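 further: 0% = DMSO wells and 100% = wells lacking the enzyme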
MazEF act: MazEF (E. coli) toxin RNase activation. P0AE70. FAM/BHQ RNA-DNA oligo cleavage fluorescence, 5 h. activation, % at 20 µM. 0.32% of 350,000 active; in the data active means activation above about 50%
Target sequence (P0AE70 whole entry, looked up): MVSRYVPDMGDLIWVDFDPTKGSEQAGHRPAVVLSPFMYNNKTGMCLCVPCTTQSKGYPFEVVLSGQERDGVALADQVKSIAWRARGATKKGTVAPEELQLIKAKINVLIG
SSB-PriA inh: blocks PriA binding to SSB C-terminal tail; AlphaScreen SSBct-PriA binding, biotinylated peptide; inhibition, % at 33 µM; 0.6% of 430,000 active; AID 1272365; in the data active means inhibition mostly above about 37%, no sharp cut-off; inactive means mostly below about 20%;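 further: plate controls were negative control peptide for no effect and reference peptide for full effect; strong numbers were not always called active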
Vc quorum ag: quorum light induction in luxS cqsA deficient V. cholerae | V. cholerae BH1578 lux reporter, luminescence, 6 h | activation, % at 18.7 µM | 0.16% of 350,000 active | AID 588436; in the data active means activation mostly above about 9.7%, no sharp cut-off; further: not every result past the cut was called active; inactives centre near 0; reference of the scale not given here
3CLpro inhibitor: SARS-CoV 3CLpro protease inhibition | P0C6X7 | recombinant SARS-CoV 3CLpro, quenched FRET peptide cleavage | inhibition, % at 6 µM | 0.14% of 290,000 active; in the data active means inhibition above about 12%
FBA Mtb inh: Mtb fructose-bisphosphate aldolase inhibition; purified M. tuberculosis FBA, fluorescence read-out; inhibition, % at 1 µM; 2.3% of 360,000 active; in the data active means inhibition above about 27%;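 further: 0% = vehicle and 100% = reference inhibitor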
Target sequence (P9WQA3 whole entry, looked up): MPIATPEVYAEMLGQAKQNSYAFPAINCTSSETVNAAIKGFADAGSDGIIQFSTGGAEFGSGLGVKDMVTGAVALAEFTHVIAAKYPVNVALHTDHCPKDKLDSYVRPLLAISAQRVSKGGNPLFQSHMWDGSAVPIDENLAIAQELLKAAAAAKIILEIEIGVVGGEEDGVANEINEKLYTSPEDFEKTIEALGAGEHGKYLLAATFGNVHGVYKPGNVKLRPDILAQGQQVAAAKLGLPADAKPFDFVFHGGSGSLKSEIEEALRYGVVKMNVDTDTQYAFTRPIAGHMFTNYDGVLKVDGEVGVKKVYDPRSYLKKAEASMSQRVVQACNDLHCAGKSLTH
VHR inh abs: blocks human VHR1 dual specificity phosphatase | recombinant VHR phosphatase, pNPP absorbance | P51452 | 0.52% of 290,000 active | inhibition, % at 13.3 µM; in the data active means inhibition above about 50%; further: some compounds called inactive have numbers as strong as hits
Target sequence (P51452 whole entry, looked up): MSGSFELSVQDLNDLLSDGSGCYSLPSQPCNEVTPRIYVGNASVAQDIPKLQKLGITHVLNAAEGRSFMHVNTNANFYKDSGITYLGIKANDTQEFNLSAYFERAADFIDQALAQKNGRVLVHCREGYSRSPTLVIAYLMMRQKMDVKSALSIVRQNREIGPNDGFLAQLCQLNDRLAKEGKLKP
* = called active by the depositor; i = inactive; / = not tested or not shown; & = joins results of further samples. The list is partial. The share of hits here may be higher or lower than overall.

SMILES	BioA inh	Rv3671c protease	UGM FP inh	GDH-TPI inh	MazEF act	SSB-PriA inh	Vc quorum ag	3CLpro inhibitor	FBA Mtb inh	VHR inh abs
COC(=O)c1cc(OC)c(OCc2cc(C(=O)OC)oc2C)c(OC)c1	-0.1	-3	0.6	-6	0	-1	-0.1	-1	-1	-9
CCOc1cc(C2NC(=O)NC(C)=C2C(=O)NCc2ccccc2)c(Cl)cc1O (centres undefined)	1.0	-4	-1.5	-4	7	3	-0.1	0	5	14
c1ccc(CSc2nnc3c(n2)OC(c2ccco2)Nc2ccccc2-3)cc1 (centres undefined)	0.8	-2	-0.1	13	0	-5	-0.3	-2	4	13
Cc1ccc2ccccc2c1C(O)c1ncc(-c2ccc(Cl)cc2)[nH]1 (centres undefined)	-0.3	/	/	16	/	/	i	/	1	/
CCCNC(=O)C1(C)CCCN(C(=O)c2ccccc2OC(F)(F)F)C1 (centres undefined)	-0.4	/	/	0	/	/	0.3	/	1	/
Oc1ccccc1C=NCCN1CCN(CCN=Cc2ccccc2O)C1c1ccccc1O (centres undefined)	-0.2	/	/	6	1	41	1.0	/	-2	/
Cc1sc(N)nc1C12CC3CC(CC(C3)C1)C2	/	5	1.5	13	5	14	-1.6	2	-2	8
CCOC(=O)C1=C(C)NC2=C(C(=O)c3ccccc32)C1c1ccc(O)cc1 (centres undefined)	/	10	-3.1	10	3	52*	-4.2	0	-3	-7
CN(C)N=Nc1ccc(S(=O)(=O)NC(Cc2ccccc2)C(=O)O)cc1 (centres undefined)	-0.2	-2	3.0	16	0	2	i	3	1	-3
O=C(OC1CCN(c2ncc(C(F)(F)F)cc2Cl)CC1)c1ccc(Cl)cc1	0.0	0	-1.9	5	1	-25	12	-8	-6	10

Some of these compounds in order of SMILES length, lowest first.
SMILES	BioA inh	Rv3671c protease	UGM FP inh	GDH-TPI inh	MazEF act	SSB-PriA inh	Vc quorum ag	3CLpro inhibitor	FBA Mtb inh	VHR inh abs
Cc1sc(N)nc1C12CC3CC(CC(C3)C1)C2	/	5	1.5	13	5	14	-1.6	2	-2	8
Cc1ccc2ccccc2c1C(O)c1ncc(-c2ccc(Cl)cc2)[nH]1 (centres undefined)	-0.3	/	/	16	/	/	i	/	1	/
CN(C)N=Nc1ccc(S(=O)(=O)NC(Cc2ccccc2)C(=O)O)cc1 (centres undefined)	-0.2	-2	3.0	16	0	2	i	3	1	-3
O=C(OC1CCN(c2ncc(C(F)(F)F)cc2Cl)CC1)c1ccc(Cl)cc1	0.0	0	-1.9	5	1	-25	12	-8	-6	10
CCOC(=O)C1=C(C)NC2=C(C(=O)c3ccccc32)C1c1ccc(O)cc1 (centres undefined)	/	10	-3.1	10	3	52*	-4.2	0	-3	-7

(list continues)
SMILES	BioA inh	Rv3671c protease	UGM FP inh	GDH-TPI inh	MazEF act	SSB-PriA inh	Vc quorum ag	3CLpro inhibitor	FBA Mtb inh	VHR inh abs
Cc1ccc(C(=O)CN2C(=O)C(C)Oc3ccccc32)cc1 (centres undefined)	/	0	0.7	-1	6	-11	i	5	2	-5
COC(=O)C(Cc1c[nH]c2ccccc12)NC(=O)c1cc(-c2ccc(OC)c(OC)c2)oc1C (centres undefined)	0.5	-10	-0.1	11	4	5	-0.3	2	2	21
CN(CC(=O)Nc1cccc(F)c1)C(=O)c1cn2ccccc2n1	17	1	-1.5	-3	2	-1	i	/	-1	/
C#CCOCCOCCOCCNc1nc(N2CCN(C(=O)[C@H](CCCCN)n3cc(CCCC)nn3)CC2)nc(N2CCN(C(=O)[C@H](Cc3ccc(O)cc3)n3cc(CCO)nn3)CC2)n1	-0.4	-11	3.0	0	4	19	0.5	2	0	-3
CC(Sc1nncs1)C(=O)NCc1ccc2c(c1)OCO2 (centres undefined)	0.4	-3	0.8	12	7	-11	-1.1	-2	1	8
COCCNC(=O)CN1C(=O)COc2ccc(S(=O)(=O)N3CC(C)CC(C)C3)cc21 (centres undefined)	-0.4	0	4.9	4	7	5	-0.3	5	2	29
COc1ccc(OC)c(NC(=O)CSc2nnc(CNC(=O)c3ccccc3F)o2)c1	1.6	0	1.5	6	5	-2	-0.3	3	4	6
Cc1cc(NC(=O)c2cccc([N+](=O)[O-])c2)n(-c2ccccc2)n1	0.3	13	-0.4	0	-1	-6&6	0.6	-4	10	-8
COc1cccc(-n2c(=O)c3c(C)c(C(=O)N(C)C)sc3n(CC(=O)NCCc3ccc(OC)c(OC)c3)c2=O)c1	/	7	1.4	6	-1	-5	-2.8	-2	2	-2
O=C(Cc1cccs1)NCc1ccc(Cl)cc1Cl	-0.9	0	-3.3	15	3	-11	-0.2	-8	0	40
Cc1ccccc1NC(=O)C(NC1CCCCC1)C(C)C (centres undefined)	/	4	3.0	0	2	-16	-0.7	3	-1	11
CSCC[C@H](NC(=O)Nc1ccc(OC(F)(F)F)cc1)C(=O)O	/	2	2.7	-5	2	0	0.4	-6	3	27
Cc1cccc(NC(=O)c2ccccc2SCc2ccc(F)cc2)n1	-0.4	8	-5.5	6	5	-21	-2.8	/	-1	/
O=S(=O)(c1ccccc1)N1CCC2(CC1)OCCO2	-0.8	-5	3.7	-3	6	-13	-0.1	-2	-5	17
CCCCC(C)n1[nH]c(=O)cc1N (centres undefined)	-0.5	-2	2.0	8	0	7	-5.9	2	3	29
N=C1C(c2nc3ccccc3[nH]2)=C(O)CN1NC(=O)c1c[nH]c2ccccc12	/	2	2.9	-4	9	9	-0.1	3	5	18
CCOc1ccccc1N1CCN(C(=O)c2cc(C)oc2C)CC1	/	2	-0.2	-4	-4	-6	-0.3	-2	1	1
COc1ccc(NC(=S)N(CCCN2CCCC2)Cc2ccco2)cc1	/	6	0.1	1	-4	0	-0.8	4	-2	-4
Cc1nn(C)cc1CNC(=O)c1cccc(Cl)c1	0.4	9	-0.7	-4	0	-4	-3.8	2	0	-6
O=C(NCc1n[nH]c(=S)n1-c1ccc(Cl)c(Cl)c1)c1ccc(S(=O)(=O)N2CCOCC2)cc1	/	4	-0.6	8	-4	-4	-0.2	1	-2	4
CCOC(=O)c1c(C)c(C(=O)NCc2cccs2)c(C)n1CC	-3.5	-7	-1.7	-9	-6	-13	-0.4	0	1	5
CCC(C(=O)N1CCN(Cc2ccc3c(c2)OCO3)CC1)n1c(=O)[nH]c2ccccc2c1=O (centres undefined)	0.2	-11	-1.2	7	7	2	-0.3	0	33*	51*
CN(CC(=O)Nc1ccccc1N1CCOCC1)S(=O)(=O)c1ccc(Cl)cc1	-0.9	-1	0.6	-2	-6	-18	i	3	-9	22
Cc1ccc(Sc2nc3c(c(=O)[nH]c(=O)n3C)n2CCc2ccccc2)cc1	2.3	-19	0.5	-9	14	-18	/	-1	0	2
Cc1ccccc1OC1=NS(=O)(=O)c2ccccc21	/	7	0.8	3	1	-19	1.0	0	1	7
COC(=O)c1ccc(COC(=O)c2cccnc2Cl)cc1	0.7	1	1.8	3	5	-1	-0.4	-1	0	-20
O=C(Nc1cccc(OC(=O)c2ccc(Br)o2)c1)c1ccccc1	-2.7	10	0.5	7	-1	-34	i	-1	0	-4
COc1ccc(N(CC(=O)NCc2cccnc2)S(=O)(=O)c2ccccc2)c(OC)c1	0.8	-1	-2.8	2	12	-8	-0.3	/	-1	/
S=c1[nH]nc(C2CCCCC2)n1/N=C/c1ccccc1Cl	0.0	-4	3.2	6	9	/	1.2	5	-1	6
Cc1ccccc1Nc1ncc(C#N)c(N)n1	-0.5	-4	0.1	-3	-1	-3	i	6	3	9
Cn1c(O)c(C=Nc2ccccc2Sc2ccccc2)c(=O)n(C)c1=O	-1.0	0	-2.0	3	18	-5	i	3	-2	-7
CN(Cc1cccnc1)C(=O)CNC(=O)c1ccc(Cl)cc1Cl	/	2	1.5	2	2	3	0.9	5	3	13
COC(=O)CCCC(NC(=S)N1CC2C[C@@H](C1)Cn1c2cccc1=O)C(=O)OC (some centres undefined)	-0.4	3	-1.8	6	5	-4	-0.5	-1	2	5
COc1cc(C(=O)Nc2ccc(C)cn2)c([N+](=O)[O-])cc1OC	0.7	-12	0.8	10	8	-2	-1.1	-3	0	22
CCOC(=O)c1cn[nH]c1C(F)(F)F	-0.7	0	-1.2	4	12	2	0.9	0	3	24
C=CCn1c(O)c(C(C)=NCc2ccc3c(c2)OCO3)c(=O)[nH]c1=O	/	-5	2.1	10	6	-7	i	7	3	13
Cc1ccc(C)n1-c1ccc(-c2ccn[nH]2)cc1	-2.5	-8	7.4	26	91*	13	-0.3	1	-1	8
CCCCNC(=O)Nc1c(C(=O)OC)[nH]c2ccc(C)cc12	1.5	4	0.3	3	-2	-12	7.1	1	7	29
Cc1cc(C)[n+]2n1C(=O)C(c1ccccc1)=C2[O-]	-0.7	4&-5	2.9	-4&-3	5&1	-5	-1.4&-0.4	-1&4	0&-5	-5&-8
CC(=O)Nc1ccc(S(=O)(=O)NNC(=O)C2CCCCC2)cc1	-0.6	-1	2.8	4	4	-15	i	-2	1	2
Cc1cccc(NC(=O)NC2(C)CCS(=O)(=O)C2)c1 (centres undefined)	-1.8	2	-0.5	-1	2	-5	i	-2	0	20
Cc1cccc(OCCC(=O)OCC(=O)N2c3ccccc3NC(=O)C2(C)C)c1	0.2	/	/	2	-3	/	i	/	-1	/
COCCNC(=O)C(c1ccco1)N(C(=O)Cn1nnc2ccccc21)c1ccccc1C (centres undefined)	2.9	0	-0.9	0	7	2	-0.3	7	1	-2
C[C@]12CCC3C(CC[C@H]4C[C@H](O)CC[C@]34C)C1C[C@H](O)[C@@H]2O (some centres undefined)	0.1	-3	-2.2	7	6	-11	i	/	-2	/
O=c1c(Cc2ccc(F)cc2)c(O)ccn1Cc1ccc(F)cc1	/	6	-1.4	-3	7	-13	-0.7	2	0	17
COc1ccc(-c2csc(NC(=O)CSc3ncn[nH]3)n2)cc1OC	0.8	-17	3.0	1	11	3	-0.4	2	1	23
Cc1n[nH]c(=O)c2c(NC(=O)CSc3nc4ccccc4c(=O)n3C(C)C)oc(C)c12	-2.4	-4	-0.7	4	4	-12	-0.3	0	6	1
CCOC(=O)c1ccc(NC(=O)c2ccccc2[N+](=O)[O-])cc1	1.0	-2	-1.5	-2	-1	6	i	7	-1	-6
CN(CC(=O)Nc1cccc(F)c1)C(=O)c1cccnc1Sc1ccc(Cl)cc1	/	-5	0.0	1	-2	-7	-2.6	/	0	/
Cc1ccc(C(=O)Oc2cc(C)[nH]c(=O)c2[N+](=O)[O-])cc1	/	10	0.4	1	6	-6	-0.2	0	-1	-12

Further entries follow.
SMILES	BioA inh	Rv3671c protease	UGM FP inh	GDH-TPI inh	MazEF act	SSB-PriA inh	Vc quorum ag	3CLpro inhibitor	FBA Mtb inh	VHR inh abs
O=C(NCCS(=O)(=O)N1CCN(c2cccc(Cl)c2)CC1)c1ccc2c(c1)OCO2	-0.8	-9	1.7	-15	6	9	-11	/	0	/
Cc1cccc(C(=O)NC(=S)Nc2cccc3nc(C)ccc23)c1	-1.5	-2	-1.1	6	-21	-1	-0.1	4	0	14
O=C(CNCc1cccs1)Nc1ccc(S(=O)(=O)N2CCCCC2)cc1	/	-1	-0.2	5	-7	2	-0.5	-5	3	11
O=C(CN(Cc1ccccc1)C(=O)CNS(=O)(=O)c1ccc(F)cc1)NCC1CCCO1 (centres undefined)	0.5	-3	-0.6	-7	1	5	-0.6	-2	-1	7
CCOc1ccc(NC(=O)Cn2nnc(C(=O)NCc3ccc4c(c3)OCO4)c2N)cc1	0.5	2	-2.9	3	-66	-6	i	1	-2	7
COc1ccc(/C=C(\NC(=O)c2ccccc2)C(=O)NCCN2CCOCC2)cc1OC	-0.1	5	0.4	15	6	-3	-0.3	-1	-1	-14
CCOc1ccccc1N(C(=O)c1snc(C(N)=O)c1N)C(C(=O)NC1CCCC1)c1cccs1 (centres undefined)	-0.9	-1	-0.9	6	-17	0	-0.4	3	7	22
CC(C)(CO)CNC(=O)CC1C(=O)NCCN1CC(c1ccccc1)c1ccccc1 (centres undefined)	0.6	5	-0.1	-6	-8	2	i	3	2	17
